# PGC1a acetyl inh – modulators of PGC1a acetylation. U2OS PGC1a acetylation, AlphaScreen anti-acetyl-lysine; with virally co-expressed GCN5 acetyltransferase. inhibition, % at 15.6 µM. 350,000 tested, 0.17% active. AID 651687;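 active means every replicate shows inhibition of at least 40%; inconclusive means mean inhibition at least 40% but some replicate below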;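 further: 0% = neutral control wells and 100% = positive control wells; some results beyond the cut were filed as inactive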
# S100A4 inh HTS – blocks human S100A4 binding to myosin IIA peptide | S100A4/TAMRA-MyoIIA peptide fluorescence polarization | inhibition, % at 10.7 µM | 360,000 tested, 0.14% active;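 active means mean inhibition of at least 70% across replicates, with every replicate also reaching that level; inconclusive means mean inhibition reaches 70% but some replicates fall short; inactive means mean inhibition below 70%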
# Target sequence (P26447 whole entry, looked up): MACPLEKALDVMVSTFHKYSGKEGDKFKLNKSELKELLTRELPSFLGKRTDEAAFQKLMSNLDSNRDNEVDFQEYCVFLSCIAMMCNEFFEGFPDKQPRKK
#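 Material: S100A4 monomer protein | Medium: HEPES pH 7.2 with CaCl2, KCl, NaCl, DTT, Triton | Reagent: Labelled myosin peptide probe, 5 nM | Doses: One dose per compound | Times: 5 min incubation before reading | Benchmarks: Neutral control DMSO, positive control TFP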
# ERAP1 inh – inhibitors of human ERAP1 aminopeptidase; Q9NZ08; 340,000 tested, 0.15% active; inhibition, % at 10.7 µM; recombinant ERAP1, Leu-AMC fluorescence, 60 min; AID 652197;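 active means mean replicate inhibition of at least 30%, or all replicates individually reaching that 30% level; inactive means mean below 30% and not every replicate reaching it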;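 further: 0% = neutral control wells and 100% = L-leucinethiol positive control wells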
# LGR2 inh – Drosophila LGR2 receptor signaling inhibition. HEK293 LGR2, CRE-luciferase, bursicon-stimulated, 4 h. inhibition, % at 9.99 µM. 380,000 tested, 0.35% active. AID 720647;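 active means drop in luminescence signal, shown as inhibition above about 50% in the replicate tests, limit read from the data, passing the limit was not always enough; inconclusive means probably only some replicates passing the limit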;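 further: agonist challenge used bursicon conditioned medium at about half maximal strength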
# Cneo AK release – causes C. neoformans cell lysis; adenylate kinase release luminescence, 4 h; normalised: neutral wells 0, clomiphene wells 100; lysis activity, % at 15 µM; 360,000 tested, 0.2% active; AID 651654;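 active means mean lysis activity across replicates of at least 80%, whatever share of replicates individually reach that level; inactive means mean lysis activity below 80%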
#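 Schedule: static 4 h at 37 °C with compound, 1 h detection; system: C. neoformans cells; benchmarks: Clomiphene as positive control; buffer or medium: fresh YPD medium; measure: luminescence rise reflecting yeast cell lysis; measured by: luminescent adenylate kinase detection reagent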
# SIRT5 block – blocks human SIRT5 desuccinylation of peptide; 330,000 tested, 1.1% active; Purified SirT5, succinyl-peptide AMC, trypsin-coupled fluorescence; Q9NXA8; AID 652115; inhibition, % at 15 µM; in the data active means inhibition above about 15%; inconclusive means no clear call, values can overlap the other calls
# Target sequence (Q9NXA8 whole entry, looked up): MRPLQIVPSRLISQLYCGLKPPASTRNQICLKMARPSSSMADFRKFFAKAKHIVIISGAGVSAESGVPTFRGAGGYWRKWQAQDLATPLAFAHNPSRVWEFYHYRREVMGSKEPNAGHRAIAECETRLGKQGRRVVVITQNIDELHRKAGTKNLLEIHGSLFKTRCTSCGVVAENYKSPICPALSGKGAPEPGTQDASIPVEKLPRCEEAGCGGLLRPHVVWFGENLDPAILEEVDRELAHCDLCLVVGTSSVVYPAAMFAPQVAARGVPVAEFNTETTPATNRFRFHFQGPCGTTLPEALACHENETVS
# XiGFP reactiv – activators of X-chromosome reactivation in mouse fibroblasts | XiGFP mouse fibroblasts, % GFP-positive cells imaging, 3 d; cells co-treated with 5-aza-dC sensitizer; scaled so ellipticine positive control = 100% | activation, % at 7.58 µM | 360,000 tested, 0.055% active;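 active means mean normalized replicate activation at least 10% and every replicate at or above 10%; inconclusive means only one of the two criteria met; inactive means mean below 10% and not all replicates reach 10%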;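 further: 0% = median of on-plate neutral control wells and 100% = ellipticine 6 µM median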
#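 material = 68-5-11 XiGFP fibroblast line | medium = DMEM plus 5-aza-dC sensitizer | schedule = 3 days compound exposure | benchmarks = positive control ellipticine, 6 µM final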
# Statin myotox sup – suppression of simvastatin myotoxicity; rescue of ATP level, % at 7.49 µM; 330,000 tested, 0.78% active; AID 602340; C2C12 myotubes + simvastatin, ATP luminescence, 48 h; scaled: DMSO 0, geranylgeraniol control 100;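 active means mean ATP rescue above about 67%, or every replicate alone reaching that limit, limit read from the data, passing the limit was not always enough; inconclusive means no clear call, values can overlap the other calls; inactive means mean under the limit and some replicate under it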;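 further: myotubes were challenged with 10 µM simvastatin during compound exposure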
# * = called active by the depositor; ? = inconclusive; . = no result given; & = joins results of further samples.
item | structure | ERAP1 inh | S100A4 inh HTS | Cneo AK release | Statin myotox sup
1 | COc1ccc2oc(=O)c(C(=O)Nc3cccc(C(C)=O)c3)cc2c1 | 3 | 6 | 4 | 7
2 | COc1cc(C(=O)NNC(=O)c2ccc3ccccc3n2)cc(OC)c1OC | 7 | 1 | 0 | -19
3 | Cc1cccc(C)c1Nc1ncnc(N)c1[N+](=O)[O-] | 9 | -2 | 3 | .
4 | Cc1ccc(Cl)c(OC(=O)c2nn(C(C)C)c(=O)c3ccccc23)c1 | -3 | -1 | . | .
5 | O=C(Nc1cccc2ccccc12)c1cnsn1 | -5 | 2 | -1 | 6
6 | O=C(CNC(=O)c1ccco1)Nc1ccc(Cl)cc1 | -2 | -1 | 1 | -5
7 | CC(C)NC1(C(N)=O)CCNCC1 | 4 | 14 | -2 | 2
8 | Cc1ccc(-c2csc(NC(=O)c3ccc(F)cc3)c2C(=O)O)cc1 | 2 | 1 | -2 | -9
9 | CCOc1ccc(NC(=S)N=Nc2c(O)[nH]c3ccccc23)cc1 | 1 | 0 | . | .
10 | O=C(NCC[C@H]1CC[C@H](NS(=O)(=O)c2ccc(F)cc2)[C@@H](CO)O1)c1ccc2c(c1)OCO2 | -1&-3 | -3&0 | 102* | 2
11 | O=C(Nc1ccc(-c2ccccc2)cc1)[C@@H]1[C@@H](CO)[C@@H]2Cn3c(cccc3=O)[C@H]1N2Cc1ccncc1 | -2 | -3 | -1 | -21
12 | COc1cc2c(cc1CNC[C@H]1O[C@@H](n3ccc(N)nc3=O)[C@H](O)[C@@H]1O)OCO2 | -1 | 0 | -1 | -5

item | SIRT5 block | XiGFP reactiv | LGR2 inh | PGC1a acetyl inh
1 | -1 | 0.2 | -41 | 3
2 | 1 | 0.4 | -15 | 31
3 | -4 | -0.1 | 6 | -1
4 | -4 | 0.1 | 31 | .
5 | -4 | 0.1 | 3 | 2
6 | -4 | 0.1 | 17 | -15
7 | -2 | 0.1 | -11 | 7
8 | 1 | 0.0 | -13 | .
9 | -9 | 1.1 | ? | .
10 | 2 | 0.6&-0.1 | -23&-4 | 8
11 | -1 | 0.6 | -6 | .
12 | 2 | 0.0 | 5 | -3

item | structure | ERAP1 inh | S100A4 inh HTS | Cneo AK release | Statin myotox sup
13 | c1nc(NC2CCCCCC2)c2[nH]cnc2n1 | 3 | -3 | 1 | -13
14 | C[C@H]1CCCCO[C@H](CN(C)C(=O)c2ccccc2)[C@@H](C)CN([C@@H](C)CO)C(=O)c2cc(NC(=O)Nc3ccc4c(c3)OCO4)ccc2O1 | -3 | -4 | 0 | .
15 | C[C@H]1CN([C@@H](C)CO)C(=O)c2cccc(NS(=O)(=O)c3cn(C)cn3)c2O[C@@H]1CN(C)C(=O)Nc1ccc(C(F)(F)F)cc1 | 0 | -2 | -1 | -53
16 | O=C(C1CCC(CNS(=O)(=O)c2ccccc2)CC1)N1CCOCC1 (centres undefined) | 0 | -4 | 2 | -5
17 | Cc1ccc(-c2ccc(SCC(=O)NCC3CCCO3)nn2)cc1 (centres undefined) | 2 | -6 | -5 | 0
18 | CCOC(=O)Cn1c2c(c(=N)c3c1CCC3)CCCC2 | -3 | -5 | 8 | -18
19 | CN(/N=C/c1cccc(Br)c1)C1=NS(=O)(=O)c2ccccc21 | 0 | -16 | 2 | -14
20 | CCN(CC(=O)Nc1c(F)cccc1F)C(=O)c1ccc2c(c1)OCO2 | -5 | -11 | -1 | -7
21 | CC(=O)Nc1ccc(NC(=O)CCC(=O)NCCO)cc1 | -4 | 1 | 11 | .
22 | CC(C)CC(c1nnnn1C(C)(C)C)N1CCN(C2CCCC2)CC1 (centres undefined) | . | . | 2 | 1
23 | COc1ccc(Cc2nnc(SCC(=O)Nc3ccc(N4CCOCC4)cc3)o2)cc1 | -3 | -5 | -4 | 6
24 | CO[C@@H]1CN(C)C(=O)c2ccc(NC(=O)C3CC3)cc2OC[C@H](C)N(Cc2cccnc2)C[C@@H]1C | 0 | 13 | -9 | 8

item | SIRT5 block | XiGFP reactiv | LGR2 inh | PGC1a acetyl inh
13 | . | 0.3 | 14 | ?
14 | 2 | 0.0 | -8 | 4
15 | 3 | 0.0 | 1 | 1
16 | -4 | 0.3 | -6 | 2
17 | -2 | 2.8 | -5 | 5
18 | -1 | 0.0 | -4 | 10
19 | -2 | 0.1 | -7 | 9
20 | -4 | 0.3 | -10 | 6
21 | -2 | . | -20 | 34
22 | . | . | -4 | -31
23 | -1 | 0.1 | -17 | 4
24 | -4 | 0.1 | 1 | -5

item | structure | ERAP1 inh | S100A4 inh HTS | Cneo AK release | Statin myotox sup
25 | CCOC(=O)C1CCN(C(=O)COC(=O)CSc2ccccc2C)CC1 | -1 | 0 | -3 | -4
26 | CCCSc1nc2c3c(sc2c(=O)[nH]1)CC(C)(CC)OC3 (centres undefined) | 13 | 1 | . | .
27 | COc1ccc(NC(=O)N(Cc2ccc(C)cc2)Cc2ccccn2)c(OC)c1 | . | -2 | -2 | 12
28 | N=C1c2ccccc2CN1c1ccc(N2CCOCC2)c(S(=O)(=O)Nc2ccc(Cl)cc2)c1 | . | -3 | . | .
29 | C[C@H]1CN([C@@H](C)CO)S(=O)(=O)c2ccc(-c3cccc(F)c3)cc2O[C@H]1CN(C)C(=O)Nc1cc(F)ccc1F | 0 | -11 | 0 | 16
30 | O=C(Nc1ccnn1C1CCN(Cc2cc3ccccc3[nH]2)CC1)C1CCOC1 (centres undefined) | -3 | -4 | -6 | -6
31 | Cc1cc(NN)nc(NS(=O)(=O)c2ccc(Cl)cc2)n1 | 3 | 2 | . | .
32 | Cc1cc(OCCOCCNCc2ccccc2)ccc1C(C)C | -1 | 5 | 0 | -15
33 | O=c1[nH]cccc1-c1nc2ccccc2n1Cc1ccc(Cl)cc1 | 3 | -2 | 0 | 16
34 | Cc1c2c(nc3c(C(=O)NC4CC4)cnn13)CCCC2 | . | . | 0 | -22
35 | CC(=O)Nc1ccc(C2NC(=S)N(c3ccccc3C(F)(F)F)C(C)=C2C(=O)N2CCOCC2)cc1 (centres undefined) | 6 | -2 | 0 | 6
36 | Cc1ccc(S(=O)(=O)N2[C@@H](c3ccc(C(C)(C)C)cc3)C(C(=O)O)=CC[C@H]2c2cccs2)cc1 | -2 | 44 | -2 | 2

item | SIRT5 block | XiGFP reactiv | LGR2 inh | PGC1a acetyl inh
25 | -4 | 0.0 | 14 | 1
26 | -3 | 0.0 | -23 | 2
27 | . | -0.1 | 10 | -8
28 | 0 | 0.0 | -5 | .
29 | . | -0.5 | 9 | .
30 | 1 | -0.1 | -5 | .
31 | 2 | -0.2 | -19 | 1
32 | -2 | 0.0 | -18 | -11
33 | -37 | -0.1 | -14 | -3
34 | . | . | -6 | -58
35 | 2 | -0.1 | -3 | 10
36 | 0 | 0.1 | 3 | 2

# Part of the list above in another layout.
(31) Cc1cc(NN)nc(NS(=O)(=O)c2ccc(Cl)cc2)n1
(32) Cc1cc(OCCOCCNCc2ccccc2)ccc1C(C)C
(33) O=c1[nH]cccc1-c1nc2ccccc2n1Cc1ccc(Cl)cc1
(34) Cc1c2c(nc3c(C(=O)NC4CC4)cnn13)CCCC2
Screen / compound no. | 31 | 32 | 33 | 34
ERAP1 inh | 3 | -1 | 3 | .
S100A4 inh HTS | 2 | 5 | -2 | .
Cneo AK release | . | 0 | 0 | 0
Statin myotox sup | . | -15 | 16 | -22
SIRT5 block | 2 | -2 | -37 | .
XiGFP reactiv | -0.2 | 0.0 | -0.1 | .
LGR2 inh | -19 | -18 | -14 | -6
PGC1a acetyl inh | 1 | -11 | -3 | -58

# Next part
item | structure | ERAP1 inh | S100A4 inh HTS | Cneo AK release | Statin myotox sup
37 | CC(C)(CNC(=O)C1CCN(S(=O)(=O)c2cc([N+](=O)[O-])ccc2Cl)CC1)N1CCOCC1 | 3 | 0 | 2 | 8
38 | CC(C)NC[C@@H](O)c1ccc(O)c(O)c1 | -2 | -1&10 | -1 | 2
39 | CC1CCN(C(=O)c2[nH]c(C(F)(F)F)nc2-c2ccccc2)CC1 | 3 | -1 | 12 | 4
40 | COc1ccc(C(=O)NC(Cc2ccccc2)c2ccc3c(c2)OCCCO3)cc1 (centres undefined) | -2 | 1 | 1 | 16
41 | Cc1ccc(OCCNCc2ccccc2)c(C)c1 | 0 | -2 | 0 | 2
42 | C[C@H]1CN(c2ccccc2)C(=O)[C@@H]1CC(=O)Nc1ccccc1 | 4 | -1 | . | 2
43 | CC(C)OCCCn1c(=O)c2ccccc2n2c(CCC(=O)NC3CCN(Cc4ccccc4)CC3)nnc12 | 0 | -4 | -2 | 5
44 | C[C@@H]1CN([C@H](C)CO)C(=O)c2c(c3ccccc3n2C)-c2ccccc2CO[C@H]1CN(C)CC1CC1 | -4 | -8 | 56 | 19
45 | Cc1ccc(NC(=O)C2CCCN2C(=O)OCc2ccccc2)c(O)c1 (centres undefined) | 2 | 0 | 1 | 16
46 | COC(=O)c1ccc(N=Nc2c(C)[nH]n(-c3ccccc3)c2=O)cc1 | 0 | 7 | 0 | 1
47 | Cn1c(SCC(=O)Nc2ccccc2-c2ccccc2)nnc1-c1ccco1 | 4 | -12 | -1 | 15
48 | O=C(COC(=O)/C=C/c1cccc([N+](=O)[O-])c1)NCCCN1CCCC1=O | 3 | -4 | 1 | 4

item | SIRT5 block | XiGFP reactiv | LGR2 inh | PGC1a acetyl inh
37 | 2 | 0.3 | 4 | .
38 | -3 | -0.1 | -22 | .
39 | -5 | 0.2 | 1 | -1
40 | 1 | . | -42 | -14
41 | 0 | 0.3 | 22 | 5
42 | 2 | -0.1 | 17 | -13
43 | -5 | 0.1 | -14 | 8
44 | 2 | 0.3 | -10 | -17
45 | 1 | 0.0 | 15 | -7
46 | -8 | -0.1 | 15 | -7
47 | -3 | . | -3 | .
48 | -7 | 0.1 | -19 | .

# Three entries already listed, sorted by the number in S100A4 inh HTS, descending.
nr	Compound	S100A4 inh HTS
5	O=C(Nc1cccc2ccccc12)c1cnsn1	2
45	Cc1ccc(NC(=O)C2CCCN2C(=O)OCc2ccccc2)c(O)c1 (centres undefined)	0
3	Cc1cccc(C)c1Nc1ncnc(N)c1[N+](=O)[O-]	-2

# Compound activity deposited in PubChem by Broad Institute.

# The list is partial; rates above refer to the full screens.
